# PfHsp40 rescue – restores yeast growth despite PfHsp40 toxicity | S. cerevisiae expressing PfHsp40, growth rescue, ATP luminescence | growth rescue, % at 12.5 µM | actives 0.68% (n = 340,000) | AID 504582; in the data active means growth rescue above about 28%, passing the limit was not always enough; inconclusive means no clear call, values can overlap the other calls;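 further: yeast W303a lacking pdr1 and pdr3 grown in galactose medium; growth measured after three days at 30 °C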
# Y pestis TopoI – blocks Yersinia pestis topoisomerase I activity. Y. pestis Topo-I cleavage product accumulation, plate reader. activity, % at 10 µM. actives 0.064% (n = 360,000); in the data active means activity above about 50%, passing the limit was not always enough; inconclusive means no clear call, values can overlap the other calls; further: inactives centre near 2
# SARS 3CLpro inh – SARS-CoV 3CLpro protease inhibition; inhibition, % at 6 µM; recombinant SARS-CoV 3CLpro, quenched FRET peptide cleavage; actives 0.14% (n = 290,000); P0C6X7; in the data active means inhibition above about 12%
# TcdB inh – inhibitors of Clostridioides difficile toxin B glycohydrolase. actives 0.24% (n = 350,000). P18177. TcdB glycohydrolase enzymatic assay, plate reader. inhibition, % at 9.99 µM; in the data active means inhibition above about 10%
# MazEF act – activators of E. coli MazEF toxin-antitoxin RNase; FAM/BHQ RNA-DNA oligo cleavage fluorescence, 5 h; activation, % at 20 µM; actives 0.32% (n = 350,000); AID 504720; in the data active means activation above about 50%
# Target sequence (P0AE70 whole entry, looked up): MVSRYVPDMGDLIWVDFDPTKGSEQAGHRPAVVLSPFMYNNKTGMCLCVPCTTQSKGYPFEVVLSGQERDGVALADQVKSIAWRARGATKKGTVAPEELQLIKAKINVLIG
# Rv3671c protease – inhibitors of M. tuberculosis serine protease Rv3671c | AID 2606 | inhibition, % at 5.96 µM | P9WHR9 | actives 0.048% (n = 320,000); in the data active means inhibition above about 38%;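 further: extracellular domain of Rv3671c used as enzyme; 0% = enzyme with DMSO and 100% = no enzyme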
# Target sequence (P9WHR9 whole entry, looked up, the tested form may be a part): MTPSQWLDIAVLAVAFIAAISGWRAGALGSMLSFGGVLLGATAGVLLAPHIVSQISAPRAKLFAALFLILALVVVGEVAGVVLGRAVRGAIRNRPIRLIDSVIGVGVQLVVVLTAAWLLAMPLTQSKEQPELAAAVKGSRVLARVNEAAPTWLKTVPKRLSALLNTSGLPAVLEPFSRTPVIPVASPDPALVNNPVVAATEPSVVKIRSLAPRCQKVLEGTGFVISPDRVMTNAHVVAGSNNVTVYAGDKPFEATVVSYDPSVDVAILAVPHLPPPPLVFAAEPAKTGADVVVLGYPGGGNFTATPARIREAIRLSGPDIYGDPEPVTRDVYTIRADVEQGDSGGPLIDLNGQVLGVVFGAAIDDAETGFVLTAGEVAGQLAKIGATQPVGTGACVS
# SSB-PriA inh – blocks PriA binding to SSB C-terminal tail | AlphaScreen SSBct-PriA binding, biotinylated peptide | inhibition, % at 33 µM | actives 0.6% (n = 430,000); in the data active means inhibition mostly above about 37%, no sharp cut-off; inactive means mostly below about 20%;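 further: plate controls were negative control peptide for no effect and reference peptide for full effect; strong numbers were not always called active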
# BH1578 lux ind – induces V. cholerae light production without autoinducers; AID 588436; V. cholerae BH1578 lux reporter, luminescence, 6 h; activation, % at 18.7 µM; actives 0.16% (n = 350,000); in the data active means activation mostly above about 9.7%, no sharp cut-off; inconclusive means no clear call, values can overlap the other calls; inactive means mostly below about 3.7%; further: not every result past the cut was called active; inactives centre near 0; reference of the scale not given here
# Anthrax LF prot – anthrax lethal factor protease inhibition; multiplex microsphere protease cleavage assay, LF; actives 0.12% (n = 360,000); inhibition, % at 10 µM; AID 588501; in the data active means inhibition above about 30%; inconclusive means no clear call, values can overlap the other calls; further: plate controls were buffer without enzyme for full effect and enzyme alone for no effect
# DUSP3 inh – blocks human VHR1 dual specificity phosphatase; recombinant VHR phosphatase, pNPP absorbance; inhibition, % at 13.3 µM; P51452; actives 0.52% (n = 290,000); AID 1654; in the data active means inhibition above about 50%; further: some compounds called inactive have numbers as strong as hits
# Target sequence (P51452 whole entry, looked up): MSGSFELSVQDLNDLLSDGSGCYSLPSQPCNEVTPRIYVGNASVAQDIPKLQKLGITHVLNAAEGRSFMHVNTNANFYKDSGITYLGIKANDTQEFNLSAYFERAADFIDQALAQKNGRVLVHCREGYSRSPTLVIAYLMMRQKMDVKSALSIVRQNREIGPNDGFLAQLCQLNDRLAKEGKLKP
# * = called active by the depositor; i = inactive; ? = inconclusive; . = no result given; & = joins results of further samples. An excerpt (hit frequency here may not be typical).
SMILES,PfHsp40 rescue,Y pestis TopoI,SARS 3CLpro inh,TcdB inh,MazEF act,Rv3671c protease,SSB-PriA inh,BH1578 lux ind,Anthrax LF prot,DUSP3 inh
CC(C)Oc1cccc(C(=O)NC(=S)Nc2ccc(N3CCN(C)CC3)cc2)c1,-1.2,5,6,0.0,9,0,12,0.7,-20,2
Cc1nc2ccccc2c(=O)n1/N=C/c1ccc(OC(F)F)cc1,-1.3,5,2,1.0,-5,5,.,i,3,.
COc1ccc(NC2=CC(=O)CC(c3ccc(C)cc3)C2)c(OC)c1 (stereo unspecified),0.9,-1,3,.,-3,4,16,i,-2,.
COc1ccc(OC)c(NC(=O)c2ccc(NC3=NC4CS(=O)(=O)CC4S3)cc2)c1 (stereo unspecified),0.9,-9,-3,0.2,4,12,-1,i,-16,-22
CCCn1c(=N)n(CC(=O)c2ccco2)c2ccccc21,0.1,1,1,.,-1,1,4,i,-4,8
c1ccc(CN(Cc2ccccc2)c2nn[nH]n2)cc1,-1.0,-7,-1,1.9,4,-3,9,i,-1,12
O=C1C(Cl)=CC(=Nc2ccc(O)cc2)C=C1Cl,0.1,-23,.,1.4,-5,3,.,i,-12,.
CC(=O)Nc1ccc(NC(=O)C2CCCN2S(=O)(=O)c2cccc(C(F)(F)F)c2)cc1 (stereo unspecified),-1.7,-7,-5,-1.1,5,5,-14,i,-3,0
CCCc1cc(=O)oc2c3c(cc(OCC(=O)NCCN4CCOCC4)c12)OC(C)(C)CC3,-0.4,3,-1,0.1,-6,-3,-1,-0.8,4,12
O=C(CC12CC3CC(CC(C3)C1)C2)Nc1c(F)cccc1F,-1.3,10,-1,.,-4,0,-1,i,-1,-3
C=C1CCN(C(C)C(=O)O)S(=O)(=O)c2ccccc21 (stereo unspecified),-0.2,7,.,-0.5,1,2,4,i,-7,22
COc1ccc(OC)c(NC(=O)c2ccc(NS(=O)(=O)c3c(C)noc3C)cc2)c1,0.5,-4,6,.,-3,6,7,i,-10,4
COc1cccc(-c2coc3c(C)c4oc(=O)c(CC(=O)O)c(C)c4cc23)c1,2.6,15,5,1.3,-14,-10,16,i,2,44
COCCN(C(=O)CSc1nc(N)cc(=O)[nH]1)c1c(N)n(Cc2ccccc2)c(=O)[nH]c1=O,0.2,-1,.,0.1,-3,3,-7,i,-2,.
Cc1ccc(/C(N)=N/OC(=O)C23CC4CC(CC(C4)C2)C3)cc1,2.5,16,0,.,5,1,.,i,-2,9
COc1ccc2nc(NCc3ccc(OC)c(OC)c3OC)sc2c1,0.9,9,.,2.5,2,.,8,-0.6,.,.
O=C(c1ccncc1)N1CCN(C(=O)c2cccs2)CC1,-0.6,1,0,.,4,-4,-8,i,2,11
COc1ccccc1C(=O)N1C(CC(=O)Nc2ccc(C)c(C)c2)C(=O)NC2CCCCC21 (stereo unspecified),9.4,15,-3,-0.7,-1,6,3,0.4,0,23
Cc1cc(C)c(C)c(S(=O)(=O)NCc2ccc(C(=O)NCC3CCCO3)cc2)c1C (stereo unspecified),-1.0,13,-1,-9.8,-16,0,-16,i,3,12
Cc1onc(-c2ccccc2)c1-c1ccnn1C(=O)NC(C)C,-2.7,1,0,2.4,3,0,-27,-0.7,-1,-13
CC(=O)Nc1ccc(S(=O)(=O)N2CCCN(c3nc(C)cc(C)c3C#N)CC2)cc1,-0.2,2,0,2.2,2,4,-12,-0.6,-3,-9
CCCSCCCNC(=O)Cn1cc2c(n1)CCC(C)C2 (stereo unspecified),-0.7,4,0,1.8,10,-5,-15,-0.4,-9,-10
O=C(Nc1ccc(N2CCOCC2)cc1)C1(S(=O)(=O)c2ccccc2)CC1,-0.3,1,3,.,-3,0,-19,3.1,2,8
COc1ccc(CN(C)CC(=O)Nc2ccccc2C(F)(F)F)c(OC)c1,-0.7,6,-1,.,0,5,-14,-0.2,0,2
Cc1cccc(C)c1NC(=O)CNC(=O)c1ccc(COc2ccccc2)cc1,0.0,15,.,1.0,-35,-9,1,i,-3,.

# The final 4 compounds of the part above come first, to join the parts:
SMILES,PfHsp40 rescue,Y pestis TopoI,SARS 3CLpro inh,TcdB inh,MazEF act,Rv3671c protease,SSB-PriA inh,BH1578 lux ind,Anthrax LF prot,DUSP3 inh
CCCSCCCNC(=O)Cn1cc2c(n1)CCC(C)C2 (stereo unspecified),-0.7,4,0,1.8,10,-5,-15,-0.4,-9,-10
O=C(Nc1ccc(N2CCOCC2)cc1)C1(S(=O)(=O)c2ccccc2)CC1,-0.3,1,3,.,-3,0,-19,3.1,2,8
COc1ccc(CN(C)CC(=O)Nc2ccccc2C(F)(F)F)c(OC)c1,-0.7,6,-1,.,0,5,-14,-0.2,0,2
Cc1cccc(C)c1NC(=O)CNC(=O)c1ccc(COc2ccccc2)cc1,0.0,15,.,1.0,-35,-9,1,i,-3,.
O=C(Oc1cccc(NC2=NS(=O)(=O)c3ccccc32)c1)c1ccncc1,-0.2,3,-1,-1.4,11,1,-1,-0.9,-9,17
Cc1cc(OCCn2nc(C(=O)O)c3ccccc3c2=O)ccc1C(C)C,0.7,83*,6,1.2,-16,.,0,-0.2,-3,39
CC1CCCCN1CCNC(=O)CN1C(=O)COc2ccccc21 (stereo unspecified),0.2,-3,-2,.,3,-9,19,i,-2,-8
O=C1CSC(=S)N1c1ccccc1,0.2,1,.,0.0,-5,.,7,i,-3,.
CC(C)c1onc(C(=O)N2CCN(c3ccccc3)CC2)c1[N+](=O)[O-],0.7,-9,4,0.8,6,-7,-8,0.0,0,16
O=C(Nc1ccc(Oc2ccc(Cl)cc2)cc1)c1ncn[nH]1,-1.3,-7,1,.,-12,-3,-14,-6.2,1,21
CCO[C@H]1OC(C(=O)NC2CC2)=C[C@@H](c2coc3ccccc3c2=O)[C@@H]1CCCO,-2.1,-10,1,-0.9&-3.0,8,5,4,-0.5,-2,18
CC1CC(=O)c2cnc(N)nc2C1 (stereo unspecified),0.7,-5,-7,-0.9,3,1,13,i,-11,23
COC(=O)N/N=C(\C)c1cccc(C(F)(F)F)c1,0.3,5,2,2.0,6,-3,.,0.3,-2,19
CC(C)CCNC(=O)CCCC1=NS(=O)(=O)c2ccccc2N1,0.1,-6,4,.,1,3,1,i,1,-8
Cc1ccc(S(=O)(=O)N2CCN(C(=O)CCOc3cc(C)ccc3C)CC2)cc1,3.1,19,.,2.9,4,-8,-6,7.1,-6,.
COc1ccc(C2c3c(ccc4ccccc34)Oc3ncn4nc(Cc5ccccc5)nc4c32)cc1OC (stereo unspecified),-0.2,12,0,.,-9,-8,-5,-0.3,0,-7
C[n+]1ccn(CC(=O)c2ccc(Br)cc2)c1,0.3,3,1,.,-2,3,-11,i,-2,36
COC(=O)CCN1CCC2CC1c1cc(Cl)ccc12 (stereo unspecified),-0.5,-3,.,0.6,-6,.,-2,i,-12,.
O=c1[nH]c(/C=C/c2ccc([N+](=O)[O-])cc2)c([N+](=O)[O-])c(=O)[nH]1,2.4,2,5,0.4,4,.,1,-0.7,-1,13
CCc1cccc(NC(=O)c2cc(OC)c(OC)c(OC)c2)c1,0.4,6,0,2.3,-1,0,0,-0.1,-5,10
CC(C)NC(=O)NC(=O)COC(=O)CCCSc1nc2ccccc2s1,-0.3,-3,6,0.1,0,-6,-6,-8.3,1,0
O=C1CN(C(=O)c2ccc(Br)o2)C(c2ccc(F)cc2)c2cc(F)ccc2N1 (stereo unspecified),0.9,-2,1,.,1,2,-7,i,-3,22
COc1cccc(NC(=S)NCc2ccco2)c1,2.0,4,6,.,3,4,-2,-0.1,-1,-5
O=C(Nc1cc(S(=O)(=O)N2CCOCC2)ccc1-n1cncn1)c1ccc(Cl)cc1,-1.6,24,5,0.2,-11,-10,-11,-2.4,2,13
Cc1noc(C(=O)Nc2sc3c(c2C#N)CCC3)c1Cl,-1.5,3,1,2.2,-3,2,2,-0.1,-3,-26
O=C(OCCOc1ccc(F)cc1)c1ccc(S(=O)(=O)N2CCCC2)cc1,0.1,20,.,1.6,-14,-10,-2,i,.,.
O=C(CCCNC(=O)/C(=C/c1ccc(F)cc1)NC(=O)c1ccccc1)OCc1ccccc1,-0.3,-1,4,0.8,-3,8,-9,i,1,43
CNS(=O)(=O)c1ccc(N=Cc2c(O)n(-c3cccc(C)c3)c(=O)[nH]c2=O)cc1,-1.4,-10,2,1.0,-17,-10,-15,0.2,-1,18
COc1cc(-c2c(C#N)c(N)nc(SCc3ccncc3)c2C#N)cc(OC)c1OC,-1.0,1,-6,1.6,-1,-4,7,-0.4,-4,15

# In another format: entries from further up.
# Sequence of screens: PfHsp40 rescue | Y pestis TopoI | SARS 3CLpro inh | TcdB inh | MazEF act | Rv3671c protease | SSB-PriA inh | BH1578 lux ind | Anthrax LF prot | DUSP3 inh
- O=C(Oc1cccc(NC2=NS(=O)(=O)c3ccccc32)c1)c1ccncc1
  -0.2 | 3 | -1 | -1.4 | 11 | 1 | -1 | -0.9 | -9 | 17
- CNS(=O)(=O)c1ccc(N=Cc2c(O)n(-c3cccc(C)c3)c(=O)[nH]c2=O)cc1
  -1.4 | -10 | 2 | 1.0 | -17 | -10 | -15 | 0.2 | -1 | 18
- O=C1CN(C(=O)c2ccc(Br)o2)C(c2ccc(F)cc2)c2cc(F)ccc2N1 (stereo unspecified)
  0.9 | -2 | 1 | . | 1 | 2 | -7 | i | -3 | 22
- O=C(Nc1cc(S(=O)(=O)N2CCOCC2)ccc1-n1cncn1)c1ccc(Cl)cc1
  -1.6 | 24 | 5 | 0.2 | -11 | -10 | -11 | -2.4 | 2 | 13

# (cont.)
SMILES,PfHsp40 rescue,Y pestis TopoI,SARS 3CLpro inh,TcdB inh,MazEF act,Rv3671c protease,SSB-PriA inh,BH1578 lux ind,Anthrax LF prot,DUSP3 inh
O=C(NCc1ccccc1)C(=O)NCC1OCCCN1S(=O)(=O)c1cccs1 (stereo unspecified),0.6,1,1,2.1,0,-1,-1,-1.2,1,0
CCN(CC(=O)Nc1c(F)cccc1F)C(=O)C1CC(=O)N(c2ccccc2OC)C1 (stereo unspecified),-0.1,8,-5,0.3,-1,-5,8,12,3,14
COc1ccc(-c2nn(-c3ccccc3)cc2C(=O)NC2CCCCC2C)cc1 (stereo unspecified),0.7,-3,.,0.9,-1,-3,-3,-1.4,-4,.
CN(Cc1cccc(F)c1)C(=O)c1cc(=O)[nH]c2ccccc12,0.1,-6,2,1.8,1,-2,-1,12,0,48
CC(C)(C)OC(=O)N/N=C\c1ccc(OC(=O)c2cccs2)cc1,1.2,0,2,.,-1,-3,.,-0.4,5,2
O=C(Cc1cccc(NC(=O)C2CCCN(C(=O)c3ccccc3)C2)c1)Nc1cccc(C(=O)N2CCCCC2)c1 (stereo unspecified),1.2,24,.,1.2,5,.,-7,-0.8,0,.
CCn1c(C)c(C)c2cc(C(=O)NC3CCCCCC3)ccc21,1.3,8,2,0.8,7,2,-4,-2.4,-6,9
CN1CCN(C(=O)CCCN2C(=O)/C(=C/c3ccc(Cl)cc3)SC2=S)CC1,-0.4,38,.,.,7,-18,7,-3.1,-3,.
CCOc1ccc(CNC(=O)CCS(=O)(=O)c2ccc3c(c2)NC(=O)CO3)cc1OC,1.0,3,-4,0.0,0,-2,8,i,2,21
O=C(CNC(=O)c1ccc(Cl)cc1)N/N=C/c1cccnc1,1.7,4,1,1.8,11,-2,i,-0.2,8,31
Oc1c(C(c2ccccc2)N2CCCCC2)ccc2ccccc12 (stereo unspecified),.,-2,.,1.0,-21,.,.,i,2,.
COc1ccc(S(=O)(=O)Nc2ccc(C)cc2)cc1N(C)S(=O)(=O)c1ccc(Cl)cc1,2.2,16,9,.,5,-19,16,-5.4,0,4
Cc1ccc[n+](CC(=O)c2ccc(NC(=O)c3ccccc3)cc2)c1,5.1,-3,3,0.0,6,3,-11,-3.0,-1,2
O=C(Cn1c(=O)oc2cc(S(=O)(=O)N3CCCC3)ccc21)N1CCN(c2ccccn2)CC1,?,-1,1,1.2,7,3,-1,-0.2,7,11
O=C(O)c1ccc(NS(=O)(=O)c2ccc(N3C(=O)CCC3=O)cc2)cc1,1.4,2,-3,-0.5,2,-5,1,i,0,26
CSc1c(CC(=O)Nc2ccc(F)cc2)n(Cc2ccccc2)c2ccccc12,0.4,-3,1,-0.7,7,-3,-14,0.0,0,24
